# HIV peptide binding – inhibitors of HIV fusion peptide binding, primary screen, biochemical, uHTS, fluorescence dequenching (AID 1986); cell-free peptide binding, fluorescence dequenching, 30 min; higher % means a stronger effect; inhibition, % at 20 µM, or IC50 in µM where a hit was titrated; actives 0.3% (n = 290,000); in the data active = inhibition mostly above about 52%, no sharp cut-off; inactive = mostly below about 76%; also: some results filed as inactive read as strong as hits
# West Nile virus CPE – inhibition of WNV-induced cytopathic effect – cell-based, CPE readout (AID 1621); West Nile virus-infected cells, CPE inhibition; higher % means a stronger effect; CPE inhibition, % at 10 µM; hits with a dose series show IC50 in µM; actives 0.02% (n = 290,000); in the data active = a potency from the dose series; also: strong numbers were not always called active
# HEK293 NOD2/NF-kB – NOD2 signaling inhibitors, cell-based, luminescence, uHTS, HEK293 (AID 1566); HEK293 NOD2/NF-kB luciferase reporter, luminescence; higher % means a stronger effect; inhibition, % at 4 µM, or EC50 in µM where a hit was titrated; actives 0.63% (n = 290,000); also: many of its hits are not listed in these tables
# NOD1 NF-kB reporter – inhibition of NOD1-driven NF-kB reporter – cell-based, luminescence, uHTS, primary screen (AID 1578) | actives 1% (n = 290,000) | inhibition, % at 4 µM; hits with a dose series show EC50 in µM | NOD1-driven NF-kB luciferase reporter cells, luminescence; higher % means a stronger effect; in the data active = inhibition mostly above about 36%, no sharp cut-off; inactive = mostly below about 34%;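 also: HEK-293T reporter cells stimulated with the NOD1 agonist gamma-tri-DAP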
# KOR beta-arrestin-1 – KOR agonists, beta-arrestin recruitment, primary screen, cell-based, luminescence, uHTS (AID 1777); KOR beta-arrestin recruitment, luminescence; higher % means a stronger effect; actives 0.02% (n = 280,000); activation, % at 10 µM; hits with a dose series show EC50 in µM; in the data active = activation above about 50%, passing the limit was not always enough; also: a part of the inactive calls stands beside numbers as strong as those of hits
# NS5 inhibitors – flavivirus cap methylation enzyme inhibition – biochemical, confirmation dose response, primary screen (AID 588689). actives 0.3% (n = 340,000). Dengue-2 NS5 methyltransferase capping enzyme assay, biochemical; higher % means a stronger effect. one-dose inhibition, % at 25 µM; IC50 in µM for titrated hits; in the data active = a potency from the dose series
# Yfh1-off respiration – mitochondrial function rescue without frataxin homolog – Friedreich's ataxia, plus single-dose screen, dose response (AID 1465). S. cerevisiae Yfh1-off respiration, WST-1 reduction, 72 h; higher fold induction means a stronger effect. one-dose fold induction at 50 µM; EC50 in µM for titrated hits. actives 0.074% (n = 220,000);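 active = fold induction of absorbance versus untreated yeast above a set limit, then at least 30% activation at any dose in follow-up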;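 also: activators that raise dye reduction in frataxin-depleted yeast; strong numbers were not always called active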
# AID2073 – disruptors of CaV2.2 binding to Mint1 – biochemical, HTRF (AID 2073); HTRF protein-protein interaction, Mint1-CaV2.2; higher % means a stronger effect; one-dose inhibition, % at 20 µM; IC50 in µM for titrated hits; actives 0.19% (n = 290,000); in the data active = inhibition mostly above about 51%, no sharp cut-off; also: some results filed as inactive read as strong as hits
# KOR beta-arrestin-2 – KOR antagonists, beta-arrestin recruitment, cell-based, luminescence, uHTS (AID 1778); KOR beta-arrestin recruitment, luminescence, antagonist mode; higher % means a stronger effect; inhibition, % at 10 µM; hits with a dose series show IC50 in µM; actives 0.091% (n = 290,000); also: strong numbers were not always called active
# NS5 inhibitors pilot replicate – second read-out of NS5 inhibitors, no call of its own (marks repeat the call); inhibition, %; measured here: pilot screen replicate inhibition
# Starred values were filed as active, the others as inactive; i = inactive; . = not tested or not shown; [ ] = another dose, or the depositor's remark. Rule as the data show it, unless noted: active = inhibition above about 50%; inactive = the rest.
SMILES,HIV peptide binding,West Nile virus CPE,HEK293 NOD2/NF-kB,NOD1 NF-kB reporter,KOR beta-arrestin-1,NS5 inhibitors,Yfh1-off respiration,AID2073,KOR beta-arrestin-2,others
COc1ccc(O)c(C2=Nc3ccccc3N=C(c3cccs3)C2)c1,-0.9%,-0.7%,4%,8%,1.4%,-1%,i,39%,2%,
CCOC(=O)CNc1nnc(SCC(=O)OCC)[nH]c1=O,3.2%,0.7%,12%,-4%,2.3%,9%,i,17%,-6%,
COC(=O)[C@@H](c1ccccc1)N(C)S(=O)(=O)c1cccc(S(=O)(=O)N(C)[C@@H](C(=O)OC)c2ccccc2)c1,-1.9%,-1.9%,-8%,29%,-2.7%,-2%,.,8%,-14%[20 µM],
CCCCC(=O)Nc1nnc(S(=O)(=O)N2CCCCCC2)s1,0.5%,0.0%,12%,-15%,-5.0%,-3%,.,9%,-2%,
CSc1nnc2c(n1)c(C)nn2-c1cccc(C)c1,2.3%,-0.4%,2%,-14%,-2.1%,5%,i,-2%,2%,
COc1ccc(S(=O)(=O)N(CC(=O)N/N=C/c2cccs2)c2cc(C)cc(C)c2)cc1OC,-1.2%,0.3%,-20%,-12%,1.7%,-1%,i,3%,-20%,
CC(=O)NN1C(=O)c2ccccc2NC1c1ccccc1O (configuration not stated),0.5%,0.0%,1%,-5%,-0.4%,-6%,.,14%,18%,
O=C(Cc1noc2ccccc12)Nc1ccc(Cl)cc1,-1.3%,-0.9%,11%,-5%,0.1%,-3%,i,-10%,-17%,
CCOC(=O)c1sc(Nc2ccc(C)cc2C)nc1C,-3.3%,-0.3%,10%,-4%,-1.8%,-11%,i,0%,-10%,
CC1CC2(CCCC2)N(C(=O)c2ccccc2)Cc2ccccc21 (configuration not stated),2.2%,-1.0%,-24%,-13%,-0.8%,-5%,i,-5%,3%,
Cc1nc(CNS(=O)(=O)c2ccc3c(c2)OCCO3)cs1,10%,-0.5%,11%,8%,4.2%,-5%,i,-1%,-22%,
OCc1cn(-c2ccccc2)nn1,0.4%,-0.6%,-2%,-17%,-1.0%,-3%,i,8%,-8%,
Cc1sc2nc(SCC(=O)N3CC(C)OC(C)C3)n(C)c(=O)c2c1C (configuration not stated),9.3%,-0.5%,16%,-20%,1.8%,3%,.,3%,-10%,
O=C(CSc1ncn[nH]1)Nc1nc(-c2ccccc2)cs1,-0.4%,0.2%,-42%,30%,-3.7%,-1%,i,5%,15%,
CCOC(=O)c1cnc2nc(NCc3ccc(OC)c(OC)c3)[nH]n2c1=O,2.8%,0.3%,12%,-26%,9.7%,2%,i,4%,-70%,
COc1ccc(CN(C)C(=O)c2ccc(NS(=O)(=O)c3ccc(F)cc3)cc2)c(OC)c1,1.1%,-0.3%,14%,-6%,2.4%,-5%,.,14%,-23%,
O=C(c1ccc(Cl)c(S(=O)(=O)Nc2ccccc2C(=O)N2CCc3ccccc3C2)c1)N1CCc2ccccc2C1,10%,-0.6%,7%,27%,2.5%,-1%,i,14%,2%,
O=S(=O)(Nc1ccc(S(=O)(=O)Nc2ccccc2)cc1)c1ccccc1,-3.1%,0.4%,-3%,.,-0.1%,-5%,i,6%,0%,
Cc1cc(Cl)ccc1OCC(=O)Nc1ccccc1C(=O)N1CCOCC1,0.3%,-0.3%,-4%,-30%,3.0%,5%,.,-3%,-5%,
O=C1c2ccc3c4c(ccc(c24)C(=O)N1Cc1cccnc1)C(=O)N(Cc1cccnc1)C3=O,1.8%,0.8%,10%,-9%,1.0%,.,i,2%,-18%,
CCC(C(=O)NC(C)c1ccccc1)C(=O)NC(C)c1ccccc1 (configuration not stated),-0.6%,0.6%,2%,-10%,1.8%,-5%,.,8%,-10%,
CCOC(=O)c1sc(N(Cc2ccccc2)C(=O)CN2C(=O)CN(C)C2=O)nc1C,3.2%,-0.2%,-10%,-12%,3.7%,-3%,i,-5%,-20%,
Cc1ccc(C)c(N2CCN(C(c3ccc(N(C)C)cc3)c3nnnn3C(C)(C)C)CC2)c1 (configuration not stated),-1.8%,0.1%,-9%,5%,-3.0%,2%,i,6%,-4%,
CCOC(=O)C1(Cc2ccc(Cl)cc2)CCN(Cc2nccn2CC)CC1,1.4%,0.1%,29%,-8%,-3.2%,-1%,i,-14%,-20%,
O=C(Cc1ncn[nH]1)NCCc1ccccc1,-0.9%,-0.1%,0%,-17%,1.9%,3%,i,-5%,7%,
SMILES,HIV peptide binding,West Nile virus CPE,HEK293 NOD2/NF-kB,NOD1 NF-kB reporter,KOR beta-arrestin-1,NS5 inhibitors,Yfh1-off respiration,AID2073,KOR beta-arrestin-2,others
CCN(CC)N=Nc1ccc(C(=O)O)cc1,0.1%,0.3%,2%,-18%,0.6%,-7%,i,4%,20%,
COc1ccc(Nc2nc(C)cc(=O)[nH]2)c(OC)c1,-0.7%,-0.5%,-1%,-34%,1.2%,3%,i,-4%,-29%,
O=C(Nc1cccc(F)c1)c1cccc(S(=O)(=O)N2CCOCC2)c1,3.3%,0.4%,12%,-16%,2.2%,-6%,i,11%,-17%,
O=C(Nc1ccc2c(c1)CCC2)c1cnc(Cl)c(Cl)c1,0.6%,1.0%,-23%,-49%,-0.4%,2%,i,-2%,-10%,
COc1ccc(C2/C(=C(\O)c3ccc4c(c3)OCCO4)C(=O)C(=O)N2Cc2cccnc2)cc1 (configuration not stated),-3.1%,1.5%,-6%,26%,-6.2%,-5%,.,12%,30%,
CC(CCc1ccccc1)NC(=O)C1CCN(S(=O)(=O)c2ccc(F)cc2)CC1 (configuration not stated),1.4%,0.2%,1%,-28%,4.0%,-5%,.,3%,-12%,
CCCn1c(=O)c(C(=O)Nc2ncccc2C)c(O)c2ccccc21,4.4%,-1.7%,21%,-13%,-7.2%,-8%,i,8%,-42%[20 µM],
CCS(=O)(=O)N1CCN(S(=O)(=O)c2ccc(Cl)s2)CC1,2.0%,-0.4%,4%,-27%,-3.5%,-12%,.,8%,12%,
COC(=O)C1CCN(C(=O)COC(=O)Cc2c[nH]c3ccccc23)CC1,-1.5%,0.1%,0%,-2%,-2.5%,-3%,i,-4%,1%,
O=C(NCc1ccncc1)C1CCCN(S(=O)(=O)Cc2ccccc2)C1 (configuration not stated),1.0%,0.5%,23%,5%,-4.0%,5%,i,-8%,10%,
Cc1ccccc1OCC(=O)N/N=C/c1cc2ccccc2nc1Cl,-2.8%,-1.1%,0%,-1%,4.8%,7%,i,0%,-27%,
N#C/C(=C(/O)c1ccc(Cl)cc1)c1nc2ccccc2[nH]1,-1.5%,-0.1%,-24%,4%,7.1%,-5%,.,38%,7%,
COc1ccc(-c2cnnn2-c2ccc(NC(=O)/C=C/c3ccc(OC)c(OC)c3)cc2)cc1,1.8%,0.1%,16%,-2%,0.7%,-2%,i,22%,38%,
O=C(CS(=O)Cc1ccccc1Cl)Nc1ccccc1Cl (configuration not stated),-0.2%,1.0%,18%,-9%,-3.9%,-4%,i,9%,-2%[20 µM],
CCCCOc1ccc(C(=O)N2CCC(C)CC2)cc1,1.3%,-0.6%,-7%,.,5.3%,2%,i,7%,-11%,
CCCc1nc2ccccc2c(=O)n1CCc1ccccc1,-1.5%,-1.3%,-6%,-16%,-1.4%,-1%,.,24%,-36%[20 µM],NS5 inhibitors pilot replicate=2.7
C/C(=N/NC(=O)c1sc(=S)n(C)c1C)c1ccccc1,0.9%,-0.7%,5%,-19%,0.0%,-10%,i,0%,12%,
CCc1cc(=O)oc2c3c(cc(OCC(=O)Nc4cccnc4)c12)OC(C)(C)CC3,0.3%,0.9%,21%,-17%,-7.4%,-12%,.,40%,-65%[20 µM],
CCN(CC)C(=O)c1sc(NC(=O)c2ccc(C)c([N+](=O)[O-])c2)c(C#N)c1C,3.6%,-0.5%,-2%,6%,6.4%,8%,i,-16%,-29%,
Cc1cccc(-n2nc3c(c2NC(=O)CCC2CCCCC2)CS(=O)C3)c1C (configuration not stated),-0.5%,-0.3%,10%,-8%,5.1%,1%,i,5%,19%,
O=[N+]([O-])c1ccc(N2CCCC2)cc1NC(c1ccccc1)c1ccccc1,-2.9%,-0.2%,1%,18%,-0.7%,.,i,10%,-28%,
Cc1ccccc1NC(=O)CN1C(=O)NC(C)(c2ccc3c(c2)OCO3)C1=O (configuration not stated),-2.6%,-0.2%,10%,-12%,-6.2%,3%,i,4%,-13%,
CCc1c(C(C)S(=O)(=O)c2ccc(C)cc2)[nH]c(=O)n1-c1ccc(OC(F)(F)F)cc1 (configuration not stated),-2.6%,-0.4%,-24%,2%,-7.0%,-4%,i,-10%,7%,
Cn1nc([N+](=O)[O-])nc1Oc1ccccc1F,2.7%,-0.6%,10%,-16%,-0.5%,4%,i,-8%,-49%[20 µM],
CCCCn1c(SCC(N)=O)nnc1-c1ccco1,-3.4%,-0.1%,1%,-3%,-6.1%,-7%,i,7%,-10%,
C=C1CCN(c2ccc(C(=O)NCc3ccc(C)cc3)cc2[N+](=O)[O-])CC1,-1.3%,-1.3%,3%,-39%,1.7%,-7%,.,1%,-16%[20 µM],
O=c1[nH]c2ccccc2nc1Cc1ccccc1,-2.6%,-0.2%,10%,16%,-5.1%,-4%,i,0%,48%,
Cc1ccccc1NC(=O)c1ocnc1C,-1.4%,-0.1%,14%,-16%,1.8%,-1%,i,8%,28%,
CCOc1ccc(S(=O)(=O)N2CCCCCC2)cc1,0.4%,1.1%,-12%,-16%,1.1%,-6%,i,12%,15%,

# 10 successive entries already listed, quoted:
SMILES,HIV peptide binding,West Nile virus CPE,HEK293 NOD2/NF-kB,NOD1 NF-kB reporter,KOR beta-arrestin-1,NS5 inhibitors,Yfh1-off respiration,AID2073,KOR beta-arrestin-2,others
Cc1cccc(-n2nc3c(c2NC(=O)CCC2CCCCC2)CS(=O)C3)c1C (configuration not stated),-0.5%,-0.3%,10%,-8%,5.1%,1%,i,5%,19%,
O=[N+]([O-])c1ccc(N2CCCC2)cc1NC(c1ccccc1)c1ccccc1,-2.9%,-0.2%,1%,18%,-0.7%,.,i,10%,-28%,
Cc1ccccc1NC(=O)CN1C(=O)NC(C)(c2ccc3c(c2)OCO3)C1=O (configuration not stated),-2.6%,-0.2%,10%,-12%,-6.2%,3%,i,4%,-13%,
CCc1c(C(C)S(=O)(=O)c2ccc(C)cc2)[nH]c(=O)n1-c1ccc(OC(F)(F)F)cc1 (configuration not stated),-2.6%,-0.4%,-24%,2%,-7.0%,-4%,i,-10%,7%,
Cn1nc([N+](=O)[O-])nc1Oc1ccccc1F,2.7%,-0.6%,10%,-16%,-0.5%,4%,i,-8%,-49%[20 µM],
CCCCn1c(SCC(N)=O)nnc1-c1ccco1,-3.4%,-0.1%,1%,-3%,-6.1%,-7%,i,7%,-10%,
C=C1CCN(c2ccc(C(=O)NCc3ccc(C)cc3)cc2[N+](=O)[O-])CC1,-1.3%,-1.3%,3%,-39%,1.7%,-7%,.,1%,-16%[20 µM],
O=c1[nH]c2ccccc2nc1Cc1ccccc1,-2.6%,-0.2%,10%,16%,-5.1%,-4%,i,0%,48%,
Cc1ccccc1NC(=O)c1ocnc1C,-1.4%,-0.1%,14%,-16%,1.8%,-1%,i,8%,28%,
CCOc1ccc(S(=O)(=O)N2CCCCCC2)cc1,0.4%,1.1%,-12%,-16%,1.1%,-6%,i,12%,15%,

# Only part of the results is shown; the hit share may differ from the screen's.
